Bioassay records as filed in PubChem.
PRMT1 FP inh: PRMT1 (human) inhibition, primary screen | Q99873 | recombinant PRMT1, activity-based probe fluorescence polarization | inhibition, % at 2.79 µM | hit rate 1.3% among 370,000 | AID 652257;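 active means inhibition above about 21% made by adding two undisclosed values, limit read from the data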
Target sequence (Q99873 whole entry, looked up): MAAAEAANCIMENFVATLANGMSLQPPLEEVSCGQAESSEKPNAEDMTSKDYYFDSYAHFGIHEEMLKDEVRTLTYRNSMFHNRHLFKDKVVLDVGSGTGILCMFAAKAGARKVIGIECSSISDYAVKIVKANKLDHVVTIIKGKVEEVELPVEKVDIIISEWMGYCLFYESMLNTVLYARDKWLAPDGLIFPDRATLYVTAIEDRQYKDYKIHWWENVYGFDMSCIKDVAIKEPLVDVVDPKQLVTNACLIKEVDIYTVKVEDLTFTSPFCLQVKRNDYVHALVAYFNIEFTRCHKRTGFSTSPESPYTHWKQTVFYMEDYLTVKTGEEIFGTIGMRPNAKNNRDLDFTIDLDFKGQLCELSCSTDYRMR
TCR CD3 inh: human TCR-CD3 binding inhibition; hit rate 0.37% among 360,000; inhibition, % at 9.4 µM; TAMRA-labeled TCR probe fluorescence, biochemical; in the data active means inhibition above about 19%;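 further: recombinant mutant TCR 2C K166C tagged with TAMRA read by polarization; 0% = receptor in buffer alone and 100% = receptor with positive control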
HTRA1 inhibitor: blocks human HTRA1 serine peptidase | Q92743 | recombinant HTRA1, FP-rhodamine activity-based probe, fluorescence polarization | inhibition, % at 5.96 µM | hit rate 0.5% among 340,000 | AID 504803; in the data active means inhibition above about 36%;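 further: 0% = enzyme with DMSO and 100% = wells lacking enzyme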
UHRF1 MBD2 ctr: UHRF1 methyl-DNA binding inhibition | Q96T88 | UHRF1 binding to methylated oligo, TR-FRET | inhibition, % at 4.4 µM | hit rate 0.75% among 370,000; in the data active means inhibition above about 21%;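 further: UHRF1 SRA domain binding a hemimethylated CpG hairpin DNA probe; 0% = median of test compound wells and 100% = reference inhibitor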
rCAG binder: binds r(CAG) RNA repeats | hit rate 1.3% among 370,000 | inhibition, % at 3 µM | r(CAG) RNA repeat, TO-PRO-1 dye displacement fluorescence;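 active means inhibition above the plate cutoff, the mean of all test compounds on that plate plus 3 SD, cut at about 35% in these data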;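 further: 0% = DMSO alone and 100% = 100 µM mitoxantrone as full dye displacement; higher means more dye released from RNA so lower well fluorescence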
ABHD4 inh: inhibitors of mouse ABHD4 | Q8VD66 | purified mABHD4, FP-Rh probe fluorescence polarization | inhibition, % at 8.92 µM | hit rate 0.54% among 370,000 | AID 720543;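 active means inhibition exceeding the mean over every tested compound plus 3 SD, cut at about 30% in these data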;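 further: 0% = plate median of compound wells and 100% = S159A mutant with DMSO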
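Test system: mABHD4 protein | Buffer or medium: HEPES pH 7.0 buffer, 150 mM NaCl, 0.01% Pluronic F-127 | Probe or stimulus: FP-Rh fluorescent activity-based probe, added after compound pre-incubation | Timing: Pre-incubation 45 min, probe exposure 60 min, at 25 °C | Technique: Fluorescence polarization, excitation 525 nm, emission 598 nm, BODIPY TMR filters | Repeats: Single well per compound (singlicate)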
MBD2 inh: blocks human MBD2 binding to methylated DNA. inhibition, % at 4.4 µM. TR-FRET, MBD2 binding to methylated oligonucleotide. Q9UBB5. AID 686964. hit rate 0.31% among 370,000; in the data active means inhibition above about 13%
Target sequence (Q9UBB5 whole entry, looked up): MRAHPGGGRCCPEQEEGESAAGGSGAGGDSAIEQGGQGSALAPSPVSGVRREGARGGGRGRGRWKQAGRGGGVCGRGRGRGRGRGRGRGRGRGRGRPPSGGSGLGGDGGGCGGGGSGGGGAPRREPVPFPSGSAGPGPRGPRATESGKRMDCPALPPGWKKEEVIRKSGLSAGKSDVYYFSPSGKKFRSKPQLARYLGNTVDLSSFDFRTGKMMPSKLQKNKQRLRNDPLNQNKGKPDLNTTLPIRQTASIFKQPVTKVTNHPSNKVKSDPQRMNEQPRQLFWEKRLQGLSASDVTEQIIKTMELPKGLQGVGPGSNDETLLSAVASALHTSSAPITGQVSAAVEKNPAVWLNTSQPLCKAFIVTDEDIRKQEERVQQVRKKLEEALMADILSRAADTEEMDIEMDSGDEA
GC-A act: GC-A (human) enzyme activation | activation, % at 10 µM | AID 1671463 | hit rate 0.14% among 370,000 | HEK293 GC-A cells, cGMP TR-FRET, EC30 ANP; 0% at EC30 ANP, 100% saturating ANP | P16066; in the data active means activation above about 40%
SIAE primary: human SIAE inhibition, primary screen | Q9HAT2 | SIAE FP-Rh probe binding, fluorescence polarization | inhibition, % at 9.66 µM | hit rate 0.69% among 370,000 | AID 1053197;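 active means inhibition above a cutoff: mean of compounds within the control limits plus 3 SD of those, cut at about 17% in these data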;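 further: 0% = plate median of compound wells and 100% = probe without SIAE protein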
GC-B act: GC-B (human) receptor activation; P20594; HEK293-GC-B cells, CNP EC30, cGMP TR-FRET; 0% at EC30 CNP, 100% saturating CNP; activation, % at 10 µM; hit rate 0.11% among 370,000; AID 1920062;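 active means activation at 10 µM reaching about 35% in either raw or pattern-adjusted values, limit read from the data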
* hit, by the source's call; . = not tested or not shown.

Compound	PRMT1 FP inh	TCR CD3 inh	HTRA1 inhibitor	UHRF1 MBD2 ctr	rCAG binder	ABHD4 inh	MBD2 inh	GC-A act	SIAE primary	GC-B act
COC(=O)c1oc(-c2ccccc2)nc1C	0	4	0	0	3	0	0	0	-9	-1
CCOC(=O)c1csc(N)n1	-4	-2	2	2	-3	0	0	6	-2	1
O=C(c1cc(-c2ccc(Cl)cc2)n(-c2ccc(Cl)cc2)n1)N1CCOCC1	0	2	-13	-1	-1	2	5	-5	-2	-5
CCCc1cc(C(=O)NCc2cccs2)no1	2	-8	-1	7	-1	-4	8	2	3	0
O=C(COC(=O)c1nc(Cl)ccc1Cl)Nc1ccc(Cl)cc1	-2	1	-9	-3	3	-8	-3	-1	2	-10
CCN(CC)S(=O)(=O)c1ccc2[nH]cc(C(=O)NCCc3ccc(OC)c(OC)c3)c(=O)c2c1	0	-2	-21	1	10	-11	4	2	-1	12
COc1cccc2cc(C(=O)N(Cc3ccccc3)CC3CCCO3)c(=O)oc12 (centres undefined)	0	1	2	-2	-7	0	2	-2	6	2
COC(CNC(=O)CNC(=S)N(CCCN1CCOCC1)Cc1cccs1)OC	6	-7	-2	-1	-5	-2	-4	-1	2	-2
CCOC(=O)c1nnc(-c2ccc(C)cc2)nc1Sc1cccc(Cl)c1	-3	5	-10	-1	-3	1	-4	-4	-7	-3
CCOc1ccc(S(=O)(=O)N(CC)CC(=O)NC2CC2)cc1	3	-10	4	4	-1	-4	5	0	-1	3

Ordered by the number under TCR CD3 inh (high to low): 5 of the compounds above.
SMILES	PRMT1 FP inh	TCR CD3 inh	HTRA1 inhibitor	UHRF1 MBD2 ctr	ABHD4 inh	MBD2 inh	GC-A act	SIAE primary	GC-B act
COC(=O)c1oc(-c2ccccc2)nc1C	0	4	0	0	0	0	0	-9	-1
O=C(c1cc(-c2ccc(Cl)cc2)n(-c2ccc(Cl)cc2)n1)N1CCOCC1	0	2	-13	-1	2	5	-5	-2	-5
O=C(COC(=O)c1nc(Cl)ccc1Cl)Nc1ccc(Cl)cc1	-2	1	-9	-3	-8	-3	-1	2	-10
CCOC(=O)c1csc(N)n1	-4	-2	2	2	0	0	6	-2	1
CCCc1cc(C(=O)NCc2cccs2)no1	2	-8	-1	7	-4	8	2	3	0

More results
Compound	PRMT1 FP inh	TCR CD3 inh	HTRA1 inhibitor	UHRF1 MBD2 ctr	rCAG binder	ABHD4 inh	MBD2 inh	GC-A act	SIAE primary	GC-B act
CS(=O)(=O)c1ccc(Oc2ccc(-c3nnco3)cc2)c([N+](=O)[O-])c1	-5	6	11	-3	4	6	4	-1	3	5
CC(C)C1NC2(C(=O)c3ccccc3C2=O)C2C(=O)N(c3ccc(F)cc3)C(=O)C12 (centres undefined)	33*	-9	1	0	-9	-2	-3	6	0	-4
CCCCNS(=O)(=O)c1cccc(NC(=O)[C@H]2C[C@H](O)[C@@H](CO)O2)c1	1	-7	.	6	1	1	1	2	3	2
COc1cccc(-c2cnc(C(O)c3c(C)cc(C)cc3C)[nH]2)c1 (centres undefined)	-3	0	.	-2	1	0	-4	2	1	-2
CC(C)OC(=O)c1cc(NC(=O)C2C3CCC(O3)C2C(=O)O)cc(C(=O)OC(C)C)c1 (centres undefined)	-3	1	-2	-1	-1	-1	-2	9	-9	-4
Cc1cccc(COc2ccccc2C(=O)NC2CCC(O)CC2)c1 (centres undefined)	3	2	-6	0	-7	3	0	8	-2	9
OCC[C@@H]1C[C@H](O)[C@@H](O)[C@@]2(CCCCO2)O1	-2	-1	2	-2	1	6	1	1	0	5
C[C@H](NC(=O)c1[nH]cnc1C(=O)N[C@H](C)c1ccccc1)c1ccccc1	-1	-3	-13	3	-3	-20	3	2	1	9
S=C(NCCc1ccccc1)NC1CC2CCC(C1)N2Cc1ccccc1 (centres undefined)	-3	0	2	0	-3	2	-6	4	0	0
O=C(CNC(=O)c1ccc(Oc2ccccc2)cc1)OCc1ccc(Br)cc1	1	-5	-6	1	-5	-5	-2	13	1	-7
CSc1ccccc1C(=O)Nc1ncc(C)s1	-2	3	4	0	-1	2	-1	-1	0	3
CC(C)=CCN1CCN(Cc2cnc(-c3ccccc3)s2)CC1CCO (centres undefined)	-1	-6	7	-1	-10	1	-3	-1	0	0
COCCNC(=O)c1ccc2snnc2c1	-2	-9	10	0	-1	7	-2	-3	1	-9
O=S(=O)(NC1CC1)c1ccc(Cl)cc1F	5	0	-4	4	-2	-3	-5	-3	2	7
COc1ccc(CCNC(=O)C2CCC(=O)N(CC3CCCCC3)C2)cc1 (centres undefined)	1	3	-4	2	-10	-1	-2	0	-3	4
COC(=O)c1ccc(S(=O)(=O)N2C3CCC2CC(NC(=O)NC2CCCCC2)C3)cc1 (centres undefined)	3	-7	8	1	1	1	1	5	-6	1
Cc1ccccc1NC(=O)Cn1c(CCC(=O)O)ccc1-c1cccs1	8	-1	-3	3	7	4	8	-3	0	0
COc1ccc(OC)c2nc(-c3ccncc3)ccc12	4	3	-3	-3	-4	5	0	2	6	-4
OC(c1ccccc1)C(CN1CCOCC1)c1ccccc1 (centres undefined)	-3	4	5	-2	-6	1	-4	4	7	-7
COc1cccc(CN2CCNC(=O)C2CC(=O)N(Cc2cnn(C)c2)C(C)C)c1 (centres undefined)	0	5	5	0	-3	5	-2	1	7	0

Entries of single compounds as entered above. Order of screens: PRMT1 FP inh, TCR CD3 inh, HTRA1 inhibitor, UHRF1 MBD2 ctr, rCAG binder, ABHD4 inh, MBD2 inh, GC-A act, SIAE primary, GC-B act
COc1cccc(CN2CCNC(=O)C2CC(=O)N(Cc2cnn(C)c2)C(C)C)c1 (centres undefined) is entered as 0, 5, 5, 0, -3, 5, -2, 1, 7, 0
O=S(=O)(NC1CC1)c1ccc(Cl)cc1F is entered as 5, 0, -4, 4, -2, -3, -5, -3, 2, 7

Next part:
Compound	PRMT1 FP inh	TCR CD3 inh	HTRA1 inhibitor	UHRF1 MBD2 ctr	rCAG binder	ABHD4 inh	MBD2 inh	GC-A act	SIAE primary	GC-B act
Cc1cc(C)c(C(=O)NCCCN2CCOCC2)c(C)c1	1	-4	-5	-2	1	3	-6	-1	2	3
NC1=NC(=O)/C(=C/c2cccc(-c3ccc(S(N)(=O)=O)cc3)c2)S1	-1	2	-4	-2	9	1	-2	-4	-24	-7
C=CCON1C(=O)c2ccccc2C1=O	0	3	-2	-3	0	5	-3	4	-4	4
COc1ccccc1CNC(=O)CCNS(=O)(=O)c1cccc2nsnc12	-2	9	-2	-1	-1	-1	-5	1	-7	2
O=C(C[C@H]1C/C=C\CC[C@H](Cc2ccc(F)cc2)C(=O)OC[C@@H]2CCCN2C1=O)N[C@H](CO)Cc1ccccc1	-2	0	0	0	-6	1	-8	2	6	-8
COc1ccc(CC(=O)N(C)CC(=O)Nc2ccccc2SC)cc1	1	4	3	1	-2	0	3	-4	-4	3
O=C(CCNC(=O)C1CCN(S(=O)(=O)c2ccccc2)CC1)NCCc1ccc(Cl)cc1	2	5	3	-2	-8	3	3	3	1	2
CCN(Cc1ccccc1)C(=O)C1CCN(S(=O)(=O)c2ccc3c(c2)OCCO3)CC1	1	1	-4	1	-3	3	0	3	-7	-5
CC(=O)c1cccc(NC(=O)c2ccc3c(c2)CCN3S(=O)(=O)c2ccccc2)c1	4	3	-43	1	9	-30	6	-29	-67	-22
CC(C)(C)OC(=O)C[C@@H]1C/C=C\C[C@@H](CC(=O)N[C@@H](CO)Cc2ccccc2)C(=O)N2CCC[C@H]2COC1=O	-1	2	6	3	-8	-4	2	2	-6	-4
CCOc1ccc(/C=N/NC(=O)c2cc3c(OC)cccc3[nH]2)cc1	0	2	-4	-1	5	0	-2	2	-9	-4
O=C(NNS(=O)(=O)c1ccc(Cl)cc1)c1cc(-c2ccccc2)nc2ccccc12	-1	1	-22	-2	32	-3	2	-2	-8	-4
Cc1ccc(CNC(=O)C2CCC(=O)N(CCc3ccc(Cl)cc3)C2)s1 (centres undefined)	-2	3	-6	-1	-7	9	1	-2	5	-3
COc1ccc(C(=O)NCC(c2cccs2)N2CCOCC2)cc1OC (centres undefined)	0	-7	4	2	1	8	0	3	0	-5
CCOC(=O)CN1N=C(c2ccc(C)cc2)CCC1=O	-1	-4	2	3	0	0	-4	3	-2	-2
CC(=O)C[C@H](O)CC(=O)[C@H]1OC(=O)[C@@H](C)CCCCc2ccccc21	2	4	0	1	4	4	-4	-2	3	2
N#CC1=C(N)N=C(SCc2ccccc2)C(C(N)=O)C12CCCCC2 (centres undefined)	4	2	-2	-2	-2	2	1	-1	2	1
Cc1ccc(S(=O)(=O)NCc2ccco2)cc1C(N)=O	1	5	2	-3	2	3	-5	1	3	0
O=C(CNC(=S)N(Cc1ccccc1)Cc1cccnc1)NCc1ccccc1	-4	4	-6	-1	-4	2	3	-1	0	7
COc1ccc2c(c1)oc(=O)c1cc(OC)ccc12	7	4	-15	0	12	5	1	3	-2	-6
S=c1[nH]nc(-c2cc(-c3ccccc3)n[nH]2)n1/N=C/c1ccccc1	3	-2	-1	-2	28	-7	1	-3	5	-12
CCOC(=O)CNS(=O)(=O)c1ccc(C)cc1	0	2	8	-6	0	-4	-3	0	5	-2
C[C@@H]1CN([C@@H](C)CO)C(=O)c2cc(Br)cnc2O[C@H]1CN(C)C(=O)c1ccccc1F	-1	0	2	0	2	-5	-2	2	-1	2
CCN(CC)Cc1c(C(=O)N/N=C(\C)c2ccncc2)nnn1-c1nonc1N	-2	3	14	-3	-5	-6	-2	2	14	6
Cc1c(/C=C2\SC(=Nc3cccc(C(=O)O)c3)NC2=O)c2ccccc2n1C	3	-4	3	4	45*	17	-1	-2	0	4
COc1ccc(C)cc1NC(=O)NNC(=O)C1CCC(C(C)(C)C)CC1 (centres undefined)	6	1	-11	1	-3	2	3	.	1	.
CC(C(=O)Nc1nc2ccccc2s1)n1cc([N+](=O)[O-])cn1 (centres undefined)	0	3	-3	-2	-1	-6	3	5	-5	1
S=c1[nH]nc(-c2ccc3ccccc3n2)n1-c1ccccc1	23*	-7	5	-1	4	3	7	-3	2	-3
CC(C)CN(CC(C)C)C(=S)NC1CCCCC1	-6	0	-2	-6	-13	-5	3	-3	-3	1
COc1ccccc1NC(=O)C(C)OC(=O)C1CC(=O)N(Cc2ccco2)C1 (centres undefined)	2	2	1	-1	2	1	-6	0	2	0
Cc1onc(-c2ccccc2Cl)c1C(=O)O/N=C(\N)c1ccccc1	-3	8	-13	0	-1	-8	6	-5	1	5
CCC(c1nnnn1C1CCCC1)N1CCC(C(N)=O)CC1 (centres undefined)	-2	4	.	0	2	-1	2	1	5	-1
COc1cc(/C=N/NC(=O)c2cccnc2)cc2c1OCO2	0	5	-2	-3	-4	0	-3	0	-6	1
O=C(CN1CCN(c2ccccc2)CC1)Nc1scc2c1c(=O)oc1ccccc12	-1	-2	7	0	-1	-1	-1	1	7	-4
Cc1cccc(Oc2coc3cc(O)ccc3c2=O)c1	0	4	1	-1	5	0	1	5	-5	9
O=C(NCc1ccccn1)c1cc(S(=O)(=O)N2CCN(c3ccccc3)CC2)ccc1Cl	3	-3	-5	3	0	-4	-3	0	-5	3
CCc1sc(C(=O)Nc2cccc(-n3cnnn3)c2)cc1C	-4	-4	-10	-2	6	-10	-6	-1	-11	2
O=C1CC(c2ccccc2)n2nc(NC(=O)c3cccnc3)nc2N1 (centres undefined)	2	-7	.	0	3	-2	-3	0	4	-5
O=C(NCc1ccco1)c1nnc(Cc2ccc(F)cc2)o1	-7	1	-1	2	-2	-2	-3	-1	-5	-4

These rows are one share of the data; rates above refer to the full screens.
